Rac1 GTP hydrolysis: MgcRacGAP GTPase-activating activity inhibitors, confirmation, biochemical, ADP Hunter fluorescence | MgcRacGAP-stimulated Rac1 GTP hydrolysis, ADP Hunter fluorescence; higher % means a stronger effect; GST-tagged Rac1 F28L mutant substrate | inhibition, % at 30 µM, or IC50 in µM where a hit was titrated | 340,000 tested, 0.6% active;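 active = first-screen hits whose inhibition reached a set limit at any dose in the follow-up dose series; inconclusive = inhibition above the set first-screen limit but never retested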;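 note: fluorescence reports GDP produced by GAP-driven GTP hydrolysis; strong numbers were not always called active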
PhoP inhibition: inhibitors of PhoP regulon expression, primary screen, Salmonella Typhimurium, GFP reporter (AID 1863); inhibition, % at 50 µM, or IC50 in µM where a hit was titrated; 300,000 tested, 0.16% active; S. Typhimurium PhoP-regulated promoter GFP reporter, 4 h; higher % means a stronger effect;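 active = inhibition over 29.93%, a cutoff 3 SD above the screen mean, later confirmed by dose response; inconclusive = inhibition over 29.93% but no dose response follow-up; inactive = inhibition at most 29.93% or unconfirmed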;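 note: 0% = low Mg2+ inducing control and 100% = high Mg2+ repressing control; strong numbers were not always called active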
TNAP activators: human TNAP enzyme activators, primary screen, biochemical, luminescent, no phosphate acceptor, uHTS (AID 1001); purified TNAP, luminescent activation assay, no phosphate acceptor; higher activation fold means a stronger effect; 200,000 tested, 0.03% active; one-dose activation fold at 20 µM; EC50 in µM for titrated hits; Alkaline phosphatase, tissue-nonspecific isozyme (Homo sapiens); in the data active = activation fold from about 3, or a potency from the dose series; inactive = the rest, 99 in 100 with activation fold below about 1.6; note: many of its hits are not listed in these tables
Myeloid diff MLP: induction of myeloid progenitor differentiation, primary screen, cell-based, flow cytometry, MLPCN library. ER-HoxA9 myeloid progenitors, lysozyme-GFP differentiation. calls only at 10 µM. 360,000 tested, 1% active;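 active = normalized GFP-positive differentiation at or above the plate's own cutoff, the solvent-only control mean plus 3 SD; inconclusive = no clear call, values can overlap the other calls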;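 note: cells exposed to compound for four days before flow analysis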
UTI89 phage lysis: inhibition of K1F phage lysis, E. coli UTI89, bacterial capsule biogenesis inhibitors, alamar blue (AID 488966). inhibition, % at 100 µM, or IC50 in µM where a hit was titrated. E. coli UTI89 K1F phage lysis, alamar blue, 2 h; higher % means a stronger effect. 340,000 tested, 0.02% active;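 active = phage lysis inhibition, versus mean bacterial control, above a set limit; inconclusive = no clear call, values can overlap the other calls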;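 note: capsule biogenesis inhibitors block K1F phage lysis so surviving cells raise fluorescence; higher fluorescence means more inhibition of phage lysis; actives were called in the ten point dose series up to 300 µM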
Myeloid diff MLP GFP+ MAC1+ %: second read-out of Myeloid diff MLP, no call of its own (marks repeat the call); GFP+ MAC1+ double positive, %; measured here: differentiation confirmed by MAC1 staining
Numbers without * were called inactive; i = inactive; ? = inconclusive; . = not tested or not shown; + = active, no number. A portion of the library; count on the stated rates, not on these rows.

SMILES | Rac1 GTP hydrolysis | PhoP inhibition | TNAP activators | Myeloid diff MLP | Myeloid diff MLP GFP+ MAC1+ % | UTI89 phage lysis
Cc1ccc(CSc2nnc(-c3ccccn3)n2Cc2cccs2)cc1 | . | . | . | i | 0.7 | .
OC(c1ccc(Cl)cc1)c1ncc(-c2ccccc2Cl)[nH]1 (stereo not drawn) | . | . | . | i | 0.6 | .
O=C(Nc1ccc2c(c1)OCCO2)C(c1ccccc1F)n1c(=O)c(-c2cc3ccccc3[nH]2)nc2ccccc21 (stereo not drawn) | . | . | . | i | 2.5 | .
O=C(Nc1ncnc2c1ncn2[C@@H]1O[C@H](/C=C/C(=O)N2CCN(c3ccc(F)cc3)CC2)[C@@H](O)[C@H]1O)c1ccccc1 | . | . | . | i | 1.0 | .
OC[C@@H]1CN(Cc2ccco2)C[C@H](n2cnc3c(N4CCOCC4)ncnc32)O1 | . | . | . | i | 1.8 | .
COc1cccc(C(O)c2nc(-c3cccc(C(=O)O)c3)cs2)c1 (stereo not drawn) | . | . | . | i | 0.8 | .
COc1cccc(C(O)c2nc(-c3cc4ccccc4o3)cs2)c1 (stereo not drawn) | . | . | . | i | 0.4 | .
CN(C)CCNC(=O)c1[nH]c(C(F)(F)F)nc1-c1ccccc1 | . | . | . | i | 0.9 | .
CC1(C)OC(=O)C2=C(C[C@@H](C3CCCCC3)O[C@@H]2c2ccc(F)cc2)O1 | . | . | . | i | 0.7 | .
COc1ccc(CNC(=O)c2sc(=O)n(Cc3ccc(-c4ccccc4)cc3)c2C)cc1OC | . | . | . | i | 7.4 | .
O=c1n(Cc2ccccc2)c(O)c2n1Cc1ccccc1N=C2c1ccc(C(F)(F)F)cc1 | . | . | . | i | 0.6 | .
COc1ccc(S(=O)(=O)NC(=O)C2(C)CCN2C(=O)Cc2cccc3ccccc23)cc1 (stereo not drawn) | . | . | . | i | 1.8 | .
CC1(C(=O)NS(=O)(=O)c2ccccc2C(F)(F)F)CCN1C(=O)CC1CCCC1 (stereo not drawn) | . | . | . | i | 0.7 | .
COc1cccc(OC2(C)CCN(Cc3ccc(-c4ccccn4)cc3)C2)c1 (stereo not drawn) | . | . | . | i | 2.7 | .
O=C1NC[C@@H](CCCCN2C[C@H](Cc3ccccc3)N(CC3CCCCC3)C(=O)C2=O)N(CC2CCCCC2)C1=O | . | . | . | i | 0.8 | .
O=C(NC1CCCCC1)C(c1ccccc1)n1c(=O)c(-c2cc3ccccc3[nH]2)nc2ccccc21 (stereo not drawn) | . | . | . | i | 5.2 | .
Cc1ccc2cc(F)c(F)c(F)c2n1 | . | . | . | i | 0.5 | .
COc1ccc(C(O)c2ncc(-c3ccc4ccccc4c3)[nH]2)cc1 (stereo not drawn) | . | . | . | i | 1.9 | .
CC1(C)OC(=O)C2=C(C[C@@H](C3CC3)O[C@H]2CCc2cccc(Cl)c2)O1 | . | . | . | i | 0.7 | .
CC(=O)Nc1cccc(Oc2nc(NCCN(C)C)nc3ccsc23)c1 | . | . | . | i | 1.0 | .
CCCCn1nnnc1C(c1cc2ccccc2o1)N1CCN(c2ccccc2F)CC1 (stereo not drawn) | . | . | . | i | 1.3 | .
NC(=O)c1cccc(-c2csc(C(O)c3ccccc3)n2)c1 (stereo not drawn) | . | . | . | i | 1.9 | .
CC(C)C1OC(CCc2ccccc2)Cc2[nH][nH]c(=O)c21 (stereo not drawn) | . | . | . | i | 0.9 | .
CCOC(=O)C1=CCN(S(=O)(=O)c2ccccc2F)C1c1cccc(C)c1 (stereo not drawn) | . | . | . | i | 1.5 | .
COCCNc1nc(Oc2ccc(C(N)=O)cc2)c2sccc2n1 | . | . | . | i | 1.4 | .
COC(=O)[C@@]1(Sc2ccc(C)cc2)CC(=O)N[C@@H]1c1ccccc1 | . | . | . | i | 0.3 | .
CCCC(=O)N1CCCC1(C)C(=O)Nc1ccc2nc(C)ccc2c1 (stereo not drawn) | . | . | . | i | 0.9 | .
CC1(C(=O)NS(=O)(=O)c2cccc(Cl)c2)CCN1C(=O)c1ccccc1 (stereo not drawn) | . | . | . | i | 1.4 | .
CCCS(=O)(=O)NC(=O)C1(C)CCN(C(=O)c2ccc3ccccc3c2)C1 (stereo not drawn) | . | . | . | i | 1.3 | .
COc1ccc(-c2nc3c4ccccc4ccn3c2CC2CCCCC2)cc1OC | . | . | . | + | 0.9* | .
CNc1ccc(-c2cccc(CO)c2)cn1 | . | . | . | i | 0.4 | .
CNc1ccc(-c2cccc(C#N)c2)cn1 | . | . | . | i | 0.6 | .
CC1(C(=O)Nc2cccc(Oc3ccccc3)c2)CCN1Cc1ccccc1Cl (stereo not drawn) | . | . | . | ? | . | .
O=C(NCCc1ccccc1)c1[nH]c(C(F)(F)F)nc1-c1ccccc1 | . | . | . | i | 1.5 | .
Cc1noc(C)c1C(=O)N1CCC1(C)C(=O)NS(=O)(=O)c1ccccc1C(F)(F)F (stereo not drawn) | . | . | . | i | 0.4 | .
O=C(NC1CC1)c1ccc2nc([C@@H]3O[C@H](CO)[C@H](O)[C@H](O)[C@H]3O)[nH]c2c1 | . | . | . | i | 1.0 | .
N#C/C(=C\c1cccn1S(=O)(=O)c1cccc([N+](=O)[O-])c1)S(=O)(=O)c1ccc(F)cc1 | . | . | . | i | 1.5 | .
COC(=O)c1ccc(N2C(c3cc(OC)cc(OC)c3)=Cc3ccc(-c4ccc(C(N)=O)cc4)cc3C2CC(=O)C2CC2)cc1 (stereo not drawn) | . | . | . | i | 1.4 | .
COC(=O)c1ccc2nc(-c3ccc(F)cc3)c(Cc3ccc(OC)cc3C)n2c1 | . | . | . | i | 0.7 | .
O=C(NCc1cccnc1)c1ccc2sc([C@H]3C[C@H](O)[C@@H](CO)O3)nc2c1 | . | . | . | i | 0.0 | .

Compound profiles, as listed above. Order of values: Rac1 GTP hydrolysis	PhoP inhibition	TNAP activators	Myeloid diff MLP	Myeloid diff MLP GFP+ MAC1+ %	UTI89 phage lysis
Profile of `O=C1NC[C@@H](CCCCN2C[C@H](Cc3ccccc3)N(CC3CCCCC3)C(=O)C2=O)N(CC2CCCCC2)C1=O` → .	.	.	i	0.8	.
Profile of `OC[C@@H]1CN(Cc2ccco2)C[C@H](n2cnc3c(N4CCOCC4)ncnc32)O1` → .	.	.	i	1.8	.
Profile of `COc1ccc(S(=O)(=O)NC(=O)C2(C)CCN2C(=O)Cc2cccc3ccccc23)cc1` (stereo not drawn) → .	.	.	i	1.8	.

3 of the compounds above, with two lines to a compound:
Results follow in this order: Rac1 GTP hydrolysis | PhoP inhibition | TNAP activators | Myeloid diff MLP | Myeloid diff MLP GFP+ MAC1+ % | UTI89 phage lysis
- CC1(C(=O)Nc2cccc(Oc3ccccc3)c2)CCN1Cc1ccccc1Cl (stereo not drawn)
    . | . | . | ? | . | .
- O=C(NCCc1ccccc1)c1[nH]c(C(F)(F)F)nc1-c1ccccc1
    . | . | . | i | 1.5 | .
- Cc1noc(C)c1C(=O)N1CCC1(C)C(=O)NS(=O)(=O)c1ccccc1C(F)(F)F (stereo not drawn)
    . | . | . | i | 0.4 | .

(next part)
SMILES | Rac1 GTP hydrolysis | PhoP inhibition | TNAP activators | Myeloid diff MLP | Myeloid diff MLP GFP+ MAC1+ % | UTI89 phage lysis
COc1ccc(Br)c(Cn2c(C)c(C(=O)NCc3ccc4c(c3)OCCO4)sc2=O)c1 | . | . | . | i | 2.3 | .
COC(=O)[C@@]1(Cc2ccc(F)cc2)[C@H]2c3cc(C(=O)N4CCCC4)n(CCc4ccc(OC)c(Br)c4)c3C[C@H]2CN1C(=O)c1ccccc1 | . | . | . | i | 1.3 | .
FC(F)(F)c1cc(Cl)c2nc(-c3ccccc3)c(Cc3cccc(Cl)c3)n2c1 | . | . | . | i | 0.8 | .
C[C@@H]1CN([C@H](C)CO)C(=O)CCCn2cc(nn2)CO[C@H]1CN(C)S(=O)(=O)c1cccs1 | . | . | . | i | 0.4 | .
CCOC(=O)C1(C)CCN1C(=O)Cc1ccc(OC)cc1 (stereo not drawn) | . | . | . | i | 1.0 | .
O=C1NC[C@@H](CCCCN2C[C@H](Cc3ccccc3)N(CCC3CCCCC3)C(=O)C2=O)N(CC2CCCCC2)C1=O | . | . | . | i | 0.3 | .
O=C1c2ccccc2C(c2nnnn2-c2ccc3c(c2)OCCO3)N1CCCn1ccnc1 (stereo not drawn) | . | . | . | i | 0.9 | .
COC(=O)[C@@]12C[C@@H](CC(=O)N3CCSCC3)C(=O)N(Cc3ccccc3)C1=CCC(C)(C)C2 | . | . | . | i | 3.7 | .
CCCOc1ccc(F)cc1-c1cc(C(=O)Nc2ccc(OC)cc2OC)[nH]n1 | . | . | . | i | 2.1 | .
Cc1cccc(CN2[C@H](CO)C=CS2(=O)=O)c1 | . | . | . | i | 0.5 | .
CCCCCCCCN1C(=O)[C@H](CC(=O)NCCCOCCCC)C[C@@]2(C(=O)OCC)CCCC=C12 | . | . | . | i | 1.0 | .
Cc1ccccc1S(=O)(=O)NC(=O)C1(C)CCN1C(=O)C/C=C/c1ccccc1 (stereo not drawn) | . | . | . | i | 0.8 | .
Cc1cc(NC(=O)C2(C)CCN2C(C)C)c2ccccc2n1 (stereo not drawn) | . | . | . | i | 0.4 | .
CC(=O)Nc1cccc(-c2ccnc3c2CC(C(=O)Nc2ccc(C(C)C)cc2)O3)c1 (stereo not drawn) | . | . | . | i | 0.7 | .
O=C1NC[C@H](CCCCN2C[C@H](Cc3ccc(O)cc3)N(Cc3ccccc3)C(=O)C2=O)N(CC2CCCCC2)C1=O | . | . | . | i | 1.0 | .
O=C1C(=Cc2ccccc2Cl)CCc2ccccc21 | . | . | . | i | 2.0 | .
CC(=O)NCCNC(=O)C1(C)Cc2c(-c3cccc(C(F)(F)F)c3)ccnc2O1 (stereo not drawn) | . | . | . | i | 0.4 | .
Cc1cccc(S(=O)(=O)NC(=O)C2(C)CCN2C(=O)Cc2ccc(Cl)cc2Cl)c1 (stereo not drawn) | . | . | . | i | 0.4 | .
O=C(NCc1ccccc1)c1cc(C2COCCN2C(=O)C/C=C/c2ccccc2)on1 (stereo not drawn) | . | . | . | i | 1.0 | .
C#CCNC(=O)C[C@@H]1C[C@@]2(C(=O)OCC)CCCC=C2N(Cc2ccco2)C1=O | . | . | . | i | 1.5 | .
CCCCCCCCSC1=CC(=O)C(OC)=C(OC)C1=O | 4% | . | . | . | . | .
CC(=NNC(N)=S)c1ccc2cc3c(cc2c1)OCO3 | 15% | . | . | . | . | .
CN(C)CCOc1ccc2c(c1)C(=O)C(=Cc1ncc([N+](=O)[O-])n1C)C2 | 9% | . | . | . | . | .
CN(C)c1ccc(C=Cc2ccnc3c(O)cccc23)cc1 | 8% | . | . | . | . | .
C#CCN(C[C@@H]1[C@@H](OC(=O)NCC2CCCCC2)[C@@H](OC(=O)NCC2CCCCC2)Cn2c(=O)ccc(=O)n21)S(=O)(=O)c1ccc(C)cc1 | 5% | . | . | . | . | .
O=C1CCCC2=C1C1(CCCC1)N=C(Nc1nc3ccccc3o1)N2 | . | . | 1.1 | i | 0.9 | .
COc1ccc(/C=C2\N=C(c3ccccc3Cl)NC2=O)cc1 | . | -6% | . | i | 0.0 | .
Cc1ccc(Cl)c(OCCCCN2CCC(C)CC2)c1 | . | . | . | i | 0.4 | 2.2%
Cc1ccc2[nH]c(O)c(N=Nc3ccccc3[N+](=O)[O-])c2c1 | 8% | . | . | . | . | 2.4%
O=S(=O)(/C=C/C=C/S(=O)(=O)c1ccccc1)c1ccccc1 | 13% | . | . | . | . | 6.8%
O=C1C=CC(=O)C(CNc2ccc(C(=O)OCc3ccccc3)cc2)=C1 | 20% | . | . | . | . | -4.0%
CCCC(=O)NC1CCc2cc(OC)c(OC)c(OC)c2-c2ccc(OC)c(=O)cc21 (stereo not drawn) | 6% | . | . | . | . | -1.1%

Screens from PubChem BioAssay.
